RAD52 inh = RAD52 DNA annealing inhibitors, primary screen, biochemical, FRET, single point, set 2; inhibition, % at 18.7 µM; actives 0.46% (n = 360,000); AID 651710, 2012; recombinant RAD52 DNA annealing, FRET fluorescence;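 active = every replicate showing at least 50% inhibition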
E-sel inducer = E-selectin induction in HUVECs, primary screen, imaging, HUVEC, immunofluorescence imaging, single point; P16581; normalized: neutral wells 0, TNF-alpha wells 100; activation, % at 7.58 µM; actives 0.37% (n = 260,000); AID 686992, 2013;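 active = mean E-selectin-positive cell signal at least 10% of the positive control, reached in at least 60% of replicates, without over 20% cell loss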;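 note: in these data hits start at about 27%; measured in HUVEC primary endothelial cells; signal is the percent of cells scored E-selectin positive by PE staining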
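assay system = HUVEC, human umbilical vein endothelial cells | input = 3,000 HUVEC seeded per well | medium = EGM-2 growth medium on 0.1% gelatin-coated wells | dosing = one compound dose added by pin transfer | signal = immunofluorescence imaging | read-out basis = % PE-positive cells | control set = TNF-alpha, DMSO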
EWS-Fli inh = EWS/Fli-driven NR0B1 reporter inhibitors, primary screen, A673 cells, NR0B1 luciferase, luminescence, MLPCN library | viability-normalised | inhibition, % at 12.6 µM | actives 0.67% (n = 350,000);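 active = mean inhibition of at least 50% after viability correction, with every replicate also passing that limit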;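 note: firefly luciferase signal divided by Alamar Blue viability fluorescence both relative to DMSO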
FN deposit inh = inhibitors of fibronectin matrix deposition, primary screen, AH1F cells, Alexa488-fibronectin fluorescence, plate reader; inhibition, % at 12.6 µM; AID 743247, 2014; AH1F fibroblasts, overnight; actives 0.086% (n = 350,000);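 active = mean inhibition across replicates of 30% or more, regardless of how many single replicates reach that level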;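 note: positive control wells lacked labelled fibronectin entirely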
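Assay system: AH1F fibroblast monolayer, labelled fibronectin deposition. Amount: 10000 cells per well. Also added: labelled fibronectin 24 nM. Compound: single-point pinned compound. Incubation: cell attachment 1 h, compound and FN exposure overnight. Detection: fluorescence after three HBSS washes, excitation 485 nm, emission 525 nm. Read-out: inhibition of fibronectin deposition signal.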
esBAF inh = Bmi1 luciferase reporter increase in mESCs, primary screen, esBAF inhibitor project, mouse ES cells, Bmi1 luciferase knock-in, single point. AID 602393, 2012. actives 2% (n = 350,000). reporter increase, % at 12.5 µM. 24 h; 100% = twice the neutral-well signal; in the data active = activation above about 40%;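 note: 0% = median of the plate's neutral control wells and 100% = double that signal; a rise in the Bmi1 reporter signal indicates esBAF inhibition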
RAD54 inh = inhibitors of human RAD54 branch migration, primary screen, biochemical, fluorescence, single point. RAD54 Holliday junction branch migration, FAM/BHQ fluorescence. inhibition, % at 10.4 µM. actives 0.14% (n = 360,000);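 active = mean normalized replicate activity at least 40 and at least half of replicates scoring 40 or more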;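 note: 0% = median of neutral control wells and 100% = median of positive control wells; inhibitors cause a drop in the FAM fluorescence signal; in these data hits start at about 50%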
Target sequence (Q92698 whole entry, looked up): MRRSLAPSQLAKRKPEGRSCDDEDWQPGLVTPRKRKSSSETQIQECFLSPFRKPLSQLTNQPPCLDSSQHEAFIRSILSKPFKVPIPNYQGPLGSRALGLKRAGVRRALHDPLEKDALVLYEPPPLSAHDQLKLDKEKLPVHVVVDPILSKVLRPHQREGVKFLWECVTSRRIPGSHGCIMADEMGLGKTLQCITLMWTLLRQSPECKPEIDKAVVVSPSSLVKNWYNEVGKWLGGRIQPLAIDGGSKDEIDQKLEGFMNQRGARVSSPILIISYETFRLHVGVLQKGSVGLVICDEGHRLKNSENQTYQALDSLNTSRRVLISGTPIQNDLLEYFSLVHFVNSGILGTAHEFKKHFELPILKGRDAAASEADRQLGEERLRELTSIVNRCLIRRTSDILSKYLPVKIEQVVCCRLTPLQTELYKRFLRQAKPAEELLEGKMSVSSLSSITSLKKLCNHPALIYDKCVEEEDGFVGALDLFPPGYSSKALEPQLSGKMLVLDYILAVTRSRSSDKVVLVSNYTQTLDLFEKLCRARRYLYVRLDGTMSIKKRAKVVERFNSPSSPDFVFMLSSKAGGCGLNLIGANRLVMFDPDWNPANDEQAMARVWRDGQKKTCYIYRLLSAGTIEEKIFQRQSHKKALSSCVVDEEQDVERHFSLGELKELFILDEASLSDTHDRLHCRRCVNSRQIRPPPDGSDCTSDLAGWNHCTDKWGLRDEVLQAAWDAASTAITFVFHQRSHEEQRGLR
S100A4 MyoIIA = inhibitors of S100A4-myosin IIA peptide binding, primary screen, biochemical, fluorescence polarization, TAMRA-MyoIIA peptide. Protein S100-A4 (Homo sapiens), P26447. inhibition, % at 10.7 µM. actives 0.14% (n = 360,000). AID 652163, 2013;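 active = mean inhibition of at least 70% across replicates, with every replicate also reaching that level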
Target sequence (P26447 whole entry, looked up): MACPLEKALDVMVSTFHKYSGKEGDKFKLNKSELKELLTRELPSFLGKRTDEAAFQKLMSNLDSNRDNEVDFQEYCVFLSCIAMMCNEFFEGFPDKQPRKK
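Material: S100A4 monomer (human). Medium: Calcium-containing HEPES buffer, pH 7.2. Probe or stimulus: labelled myosin peptide probe, 5 nM. Compound dosing: one concentration per compound. Timing: polarization read 5 min after assay mix addition, stable 5–60 min. Benchmarks: DMSO as neutral control, TFP as positive control.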
Xi reactivation = activators of inactive X chromosome reactivation, primary screen, imaging, XiGFP fibroblasts, GFP high-content imaging, set 2; XiGFP mouse fibroblasts, % GFP-positive cells imaging, 3 d; cells co-treated with 5-aza-dC sensitizer; scaled so ellipticine positive control = 100%; activation, % at 7.58 µM; actives 0.055% (n = 360,000);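 active = mean normalized replicate activation at least 10% and every replicate at or above 10%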;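 note: 0% = median of on-plate neutral control wells and 100% = ellipticine 6 µM median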
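System: 68-5-11 XiGFP fibroblast line | Buffer or medium: DMEM containing 5-aza-dC | Compound: Single point | Times: Compounds 3 days, fix/stain 15 min at room temperature | Benchmarks: Positive control ellipticine, 6 µM final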
Numbers without * were called inactive; i = inactive; nt = not tested or not shown; & = joins results of further samples.

SMILES	RAD52 inh	E-sel inducer	EWS-Fli inh	FN deposit inh	esBAF inh	RAD54 inh	S100A4 MyoIIA	Xi reactivation
COc1ccc2c(c1)CCc1cn3ncc(C#N)c3nc1-2	-4.2	4.2	-6.8	nt	nt	nt	-4.8	0.2
CSCCC(NC(=O)c1ccccc1Cl)C(=O)N1CCCCC1 (configuration not stated)	-19.7	0.3	-0.3	-2.6	2.0	-7.2	-4.3	-0.1
C[C@H](CO)N1C[C@H](C)[C@@H](CN(C)Cc2ccc(Oc3ccccc3)cc2)Oc2ccc(NC(=O)Cn3cnnn3)cc2C1=O	-11.6&-38.6	-9.1&0.6	2.7&1.2	-12.6	3.5&0.5	-3.6&-10.9	-5.0&-1.3	0.2&0.0
Cc1ccc(S(=O)(=O)N(C)C[C@H]2Oc3ccc(NC(=O)Nc4ccc(C(F)(F)F)cc4)cc3C(=O)N([C@@H](C)CO)C[C@@H]2C)cc1	-9.1	-0.3	3.8	nt	-2.7	6.1	-3.7	-0.8
O=CN(CCNc1ccccc1)c1ccccc1	-7.1	1.1	-44.0	nt	nt	nt	7.0	-0.1
CCNC(=O)C[C@H]1CC[C@@H]2[C@@H](COc3ccc(NC(=O)c4cc(C)on4)cc3C(=O)N2C)O1	4.4	0.0	3.8	1.7	-1.8	-6.3	12.1	0.2
O=C(CN1CCOCC1)NCC[C@H]1CC[C@@H](NC(=O)Nc2ccc(C(F)(F)F)cc2)[C@@H](CO)O1	-2.6	-0.2	-0.1	8.8	-1.6	-1.3	-10.5	0.2
CCc1cccc(Nc2c([N+](=O)[O-])cc(C(=O)N3CC(=O)Nc4ccccc43)cc2[N+](=O)[O-])c1	-16.0	1.1	-24.2	1.8	nt	nt	-8.4	0.0
O=C1CCN(S(=O)(=O)c2cc(C(F)(F)F)ccc2Cl)CC1	-19.0	-0.3	-2.5	0.3	-5.2	13.5	2.8	0.2
Cn1c(=O)c2cc(NC(=S)NC3CC3)ccc2n1C/C=C/c1ccccc1	-6.3	0.0	-24.1	-2.1	10.7	0.4	-1.8	-0.2
CCOc1ccc(CSC(=N)N)cc1	-6.7	-0.2	1.9	0.8	nt	nt	0.8	0.0
CCC(=O)Nc1nnc(-c2cccs2)s1	-2.1	nt	-30.8	5.1	nt	nt	2.3	0.0
CCC(=O)N1CCCC(C)(C(=O)Nc2ccc(OC)c(F)c2)C1 (configuration not stated)	-5.5	0.2	-15.2	-6.5	-4.7	-6.3	-1.5	0.1
Cc1ccc(N=C2NC(=O)/C(=C/c3cccnc3)S2)cc1C	-45.6	-0.1	2.9	0.0	nt	-2.8	3.3	-0.1
CC=Cc1ccc2n(c1=O)C[C@H]1[C@H](CO)[C@@H](C(=O)N[C@@H](C)c3ccccc3)N(C(=O)c3cnccn3)[C@@H]21 (mixture of isomers)	4.1	-1.8	-1.5	nt	-1.4	3.3	14.2	0.2
COc1ccc2c(c1)CCC1C2CCC2(C)C(O)C(=O)CC12 (configuration not stated)	-39.5	-0.4	-8.4	nt	-3.6	-1.8	-6.6	-0.1
Cc1ccc(-c2noc(CN3C(C)CCCC3C)n2)cc1 (configuration not stated)	-17.5	3.7	-12.0	-0.3	1.1	-6.8	-4.2	0.0
CCN(C(=O)CSc1nnc(-c2ccc(OC)cc2)n1C(C)C)C1CCS(=O)(=O)C1 (configuration not stated)	-13.7	0.5	-12.7	-6.4	nt	6.8	-0.1	0.0
O=C(OCC(=O)c1ccccc1)C1=NN(c2ccccc2)C(=O)CC1	-11.4	0.3	-2.7	5.1	9.6	-15.1	2.6	0.2
CCCCCNC(=O)C1CC(=O)OC12CCCCC2 (configuration not stated)	-2.0	1.4	-2.1	7.3	nt	nt	0.2	0.0
C[C@@H]1CCCCO[C@@H](CN(C)Cc2ccc(C(F)(F)F)cc2)[C@H](C)CN([C@H](C)CO)C(=O)c2cc(NC(=O)NC3CCCCC3)ccc2O1	12.5	0.8	-4.8	nt	2.4	-0.4	3.3	-0.1
Cc1cc(=O)oc2cc(OCC(=O)Nc3c(Cl)cccc3C(F)(F)F)ccc12	-7.7	0.8	-43.1	nt	1.8	-7.3	-1.6	0.1
COc1ccc(C(NC(=O)C(C)C)c2ccc3cccnc3c2O)cc1 (configuration not stated)	-11.1	-0.6	31.7	8.5	nt	-8.1	5.2	0.0
CCOC(=O)c1c(C)oc(C)c(C(=O)OCC)c1=O	-5.7	nt	4.0	2.7	-9.9	-2.9	3.6	0.0
O=C(NCC1CCCO1)c1cccc(S(=O)(=O)N(Cc2ccccc2)c2ccccc2)c1 (configuration not stated)	-7.1	-2.4	1.1	9.2	-2.4	-2.4	-2.0	0.0

Next part.
SMILES	RAD52 inh	E-sel inducer	EWS-Fli inh	FN deposit inh	esBAF inh	RAD54 inh	S100A4 MyoIIA	Xi reactivation
O=C(CNC(=O)c1ccccc1F)OCCOc1cccc(Cl)c1	-4.0	2.5	-1.2	-0.8	-0.5	nt	7.5	0.1
O=C(C[C@H]1CC[C@H]2[C@@H](COC[C@H](O)CN2C(=O)c2cccnc2)O1)NCc1ccc(-c2ccccc2)cc1	-28.3	0.4	1.2	-5.0	0.3	-17.1	-33.6	0.3
CN1C(=O)c2cc(NC(=O)Nc3cccc(Cl)c3)ccc2OC[C@@H]2O[C@@H](CC(=O)NCCc3ccncc3)CC[C@@H]21	-53.2	0.2	-7.9	-20.7	7.5	-6.8	-0.2	0.2
CNC(=O)C[C@@H]1CC[C@@H]2[C@H](COc3ccc(NC(=O)Nc4ccc(C)cc4)cc3C(=O)N2C)O1	2.6	0.2	-23.7	-0.5	9.8	-0.5	0.8	0.2
COc1ccc(S(=O)(=O)Nc2ccc3c(c2)C(=O)N([C@@H](C)CO)C[C@@H](C)[C@@H](CN(C)C(=O)c2ccncc2)OCCCC[C@@H](C)O3)cc1	10.4	0.0	2.3	nt	2.2	-2.1	0.7	-0.2
Cc1ccc(S(=O)(=O)/N=C2/NC(=O)/C(=C/c3cc([N+](=O)[O-])ccc3O)S2)cc1	i	nt	3.6	-3.4	-8.2	-58.2	-3.3	0.0
CCOn1c(=O)c(-c2cccc(Br)c2)[n+]([O-])c2ccccc21	8.5	0.4	-0.5	0.2	-3.6	6.6	-3.7	0.0
CC1=NN(C(=O)c2ccco2)C(O)(c2ccccc2)C1 (configuration not stated)	-2.3	-0.1	5.9	0.5	nt	-1.5	-4.2	0.3
C[C@@H]1CN([C@@H](C)CO)C(=O)c2cccc(NC(=O)Nc3ccc4c(c3)OCO4)c2O[C@@H]1CN(C)CC1CC1	27.7	0.1	-3.2	nt	nt	nt	8.1	0.1
Cc1ccc(N(CC(O)CN2CCCCC2)S(=O)(=O)c2ccc(C)cc2)cc1 (configuration not stated)	-22.2	nt	-2.1	-11.3	-0.6	1.3	-2.1	0.0
COc1ccc(CC(N)c2csc(NC(=O)Nc3ccccc3Cc3ccccc3)n2)cc1 (configuration not stated)	-14.5	-0.2	57.6*	8.5	-2.0	-10.5	6.2	0.2
COc1ccc(O)c(C(=O)CC(=O)c2ccncc2)c1	-5.1	-1.6	-65.9	9.4	13.0	11.3	-3.2	0.1
Fc1ccc(CN2CCCN(C(=S)Nc3ccc(F)cc3)CC2)cc1	-11.7	5.2	-1.4	2.8	2.3	-7.7	-5.1	0.0
CC(C)CCN1C(=O)c2ccccc2C1c1nnnn1-c1ccc2c(c1)OCCO2 (configuration not stated)	-7.5	4.2	4.0	5.9	nt	nt	-1.3	0.2
O=C(CCN1C(=O)C2CC=CCC2C1=O)Nc1nc(-c2ccc(F)c(F)c2)cs1 (configuration not stated)	-9.0	-0.1	-29.5	5.3	23.9	nt	-0.6	0.0
COc1ccc(-c2noc(=O)n2Cc2ccccc2F)cc1	-21.8	nt	-0.6	-13.4	2.3	-0.4	-4.0	0.1
Cc1cc(C)c(NC(=S)N(CCN(C)C)Cc2cccs2)c(C)c1	-14.8	2.6	6.5	-23.2	-2.8	-0.4	4.1	0.2
O=C(COC(=O)c1ccc(O)cc1)c1ccc(S(=O)(=O)N2CCCCC2)cc1	-8.5	nt	11.7	-5.7	-0.1	-3.7	-8.1	0.0
Cc1cc(C)nc(S/C=C/C(=O)c2ccccc2)n1	-13.5	-0.2	50.2*	4.1	nt	nt	2.4	-0.1
Cc1ccc(S(=O)(=O)N2CCN(C(=O)C(F)(F)F)C2c2ccc(N(C)C)cc2)cc1 (configuration not stated)	-20.7	0.3	2.4	9.0	2.0	0.0	-4.5	0.4
COc1ccc(C(=O)NC(Cc2c[nH]c3ccccc23)C(=O)O)cc1 (configuration not stated)	1.5	-0.1	20.8	3.1	-2.9	5.7	-31.5	0.0
COCCN1CCN(C(=O)c2cc(COc3ccc(F)cc3Cl)on2)CC1	-37.2	-1.4	-4.0	2.4	-1.7	6.1	-1.9	0.3
Cc1oc2c(C)c3oc(=O)c4c(c3cc2c1C)CCCC4	nt	nt	nt	-2.5	3.7	11.1	-3.9	nt
COc1ccc(CCNC(=O)CC(Cc2ccc(C)cc2)C(=O)O)cc1OC (configuration not stated)	-21.2	0.0	-4.2	5.1	0.1	-1.1	-8.3	0.3
CO[C@H]1CN(C)C(=O)c2cc(NC(C)=O)ccc2OC[C@H](C)N(C(=O)c2ccc(F)cc2)C[C@@H]1C	-8.4	0.2	-0.5	7.5	-5.5	-3.8	-1.2	0.4

Carrying on:
SMILES	RAD52 inh	E-sel inducer	EWS-Fli inh	FN deposit inh	esBAF inh	RAD54 inh	S100A4 MyoIIA	Xi reactivation
COC(=O)Cc1ccc(NC(=S)NCc2ccc(S(N)(=O)=O)cc2)cc1	-0.9	-0.1	4.4	-0.5	2.9	-1.3	-0.5	0.0
O=S(=O)(N[C@@H]1CC[C@@H](CCn2cc(-c3ccccn3)nn2)O[C@H]1CO)c1cccc(F)c1	-6.6	-0.4	-5.3	3.0	-2.5	-4.6	-0.1	0.4
Cn1c(CNC(=O)CNC(=O)c2ccc(C(C)(C)C)cc2)cc(=O)n(C)c1=O	-10.1	4.1	-7.2	-11.1	-4.4	23.5	-1.5	0.0
Cc1ccc(CSc2nnc(SCC(=O)N/N=C/c3c(C)nn(-c4ccccc4)c3C)s2)cc1	-6.2	nt	-25.7	-11.6	nt	-5.5	-1.3	0.0
COc1ccccc1NC(=O)CCC(=O)Nc1cc(OC)c(NC(=O)c2cccs2)cc1OC	-10.8	0.3	-2.7	3.7	4.2	nt	-0.9	0.0
CCn1c(N2CCN(C(=S)NCC(C)C)CC2)nc2ccccc21	-5.4	nt	1.6	nt	-0.4	-8.2	-5.8	nt

Compounds listed so far that have a COOH group (two):
SMILES	RAD52 inh	E-sel inducer	EWS-Fli inh	FN deposit inh	esBAF inh	RAD54 inh	S100A4 MyoIIA	Xi reactivation
COc1ccc(C(=O)NC(Cc2c[nH]c3ccccc23)C(=O)O)cc1 (configuration not stated)	1.5	-0.1	20.8	3.1	-2.9	5.7	-31.5	0.0
COc1ccc(CCNC(=O)CC(Cc2ccc(C)cc2)C(=O)O)cc1OC (configuration not stated)	-21.2	0.0	-4.2	5.1	0.1	-1.1	-8.3	0.3
